Bioassay records as filed in PubChem BioAssay.
tim23-1 inh = growth inhibitors of tim23-1 mutant yeast. actives 1.3% (n = 330,000). S. cerevisiae tim23-1 growth, BacTiter-Glo luminescence, 24 h. inhibition, % at 20 µM;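 active means growth inhibition of the mutant yeast at or above 50%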;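 further: temperature-sensitive mutant grown at 25 °C; plate controls were DMSO-treated mutant yeast for no effect and medium wells lacking yeast for full effect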
APJ agonist = APJ receptor agonism | activation, % at 20 µM | actives 0.11% (n = 330,000) | AID 2520 | CHO-K1 APJ PathHunter beta-arrestin, luminescence; 0% DMSO wells, 100% apelin;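 active means activation more than six SD over the plate average, tested at 20 µM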;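 further: 0% = DMSO alone and 100% = apelin-13 at 10 nM; some results filed as inactive read as strong as hits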
Target sequence (P35414 whole entry, looked up): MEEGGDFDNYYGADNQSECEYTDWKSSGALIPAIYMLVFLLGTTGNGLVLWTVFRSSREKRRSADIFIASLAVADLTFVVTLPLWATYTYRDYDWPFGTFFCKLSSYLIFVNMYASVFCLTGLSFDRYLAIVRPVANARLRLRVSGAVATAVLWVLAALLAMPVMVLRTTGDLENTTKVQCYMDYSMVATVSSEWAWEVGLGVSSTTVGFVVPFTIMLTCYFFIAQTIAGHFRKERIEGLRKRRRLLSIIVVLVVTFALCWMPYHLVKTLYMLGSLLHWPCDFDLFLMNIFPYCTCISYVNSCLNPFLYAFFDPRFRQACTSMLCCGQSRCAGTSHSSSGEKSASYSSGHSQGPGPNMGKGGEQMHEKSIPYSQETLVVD
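assay system = CHO-K1 APJ beta-arrestin complementation cell line | input = cell density 1000 per well | dosing = compound 20 µM once, DMSO 1% | timing = compound 90 min 25 °C, reagent 1 h | measured by = luminescence from split beta-galactosidase complementation, Galacton Star/Emerald II substrate | read-out basis = APJ agonist activity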
EBI2 block = EBI2 (human) antagonism. actives 0.81% (n = 360,000). EBI2 beta-arrestin recruitment, luminescence, 7a,25-OHC stimulated. P32249. inhibition, % at 5 µM; in the data active means inhibition above about 38%;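 further: enzyme fragment complementation signal reports receptor beta-arrestin coupling in cells; 0% = agonist plus DMSO wells and 100% = wells without agonist; some results beyond the cut were filed as inactive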
CXCR6 block = CXCR6 (human) receptor inhibition; O00574; CHO-K1 PathHunter CXCR6 beta-arrestin, luminescence; inhibition, % at 20 µM; actives 0.36% (n = 360,000); in the data active means inhibition above about 34%, passing the limit was not always enough;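 further: antagonist mode with CXCL16 agonist at 10 nM final; 0% = 10 nM CXCL16 with DMSO and 100% = unstimulated wells without agonist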
Target sequence (O00574 whole entry, looked up): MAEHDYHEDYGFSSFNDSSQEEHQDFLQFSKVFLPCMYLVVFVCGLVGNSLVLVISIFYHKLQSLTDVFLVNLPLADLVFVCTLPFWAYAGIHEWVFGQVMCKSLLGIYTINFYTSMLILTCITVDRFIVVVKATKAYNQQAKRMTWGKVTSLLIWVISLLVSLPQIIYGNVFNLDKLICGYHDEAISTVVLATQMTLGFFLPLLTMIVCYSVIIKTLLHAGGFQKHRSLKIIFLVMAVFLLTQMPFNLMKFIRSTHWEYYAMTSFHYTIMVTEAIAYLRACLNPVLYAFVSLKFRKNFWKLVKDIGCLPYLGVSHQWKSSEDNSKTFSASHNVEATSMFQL
CCR6 antag = antagonists of human CCR6 receptor; actives 0.49% (n = 340,000); CHO-K1 CCR6 PathHunter beta-arrestin, luminescence, CCL20-stimulated; AID 493098; inhibition, % at 20 µM;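 active means compounds whose inhibition of the agonist-driven luminescence signal at 20 µM reaches about 50%, limit read from the data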;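 further: cells stimulated with CCL20 at 14 nM final; plate controls were DMSO with CCL20 for no effect and DMSO without agonist for full effect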
Target sequence (P51684 whole entry, looked up): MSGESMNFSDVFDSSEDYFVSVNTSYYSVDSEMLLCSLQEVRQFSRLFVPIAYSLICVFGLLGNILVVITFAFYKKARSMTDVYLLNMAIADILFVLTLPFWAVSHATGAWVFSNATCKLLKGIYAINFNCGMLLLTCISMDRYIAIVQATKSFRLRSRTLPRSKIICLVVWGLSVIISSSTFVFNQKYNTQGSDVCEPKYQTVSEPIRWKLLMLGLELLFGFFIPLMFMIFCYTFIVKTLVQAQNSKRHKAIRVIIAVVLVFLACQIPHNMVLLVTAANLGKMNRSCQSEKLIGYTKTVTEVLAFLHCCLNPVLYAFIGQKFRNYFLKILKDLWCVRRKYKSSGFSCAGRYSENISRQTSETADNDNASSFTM
UPR XBP1 act = adaptive UPR (XBP1) activation | actives 0.33% (n = 330,000) | activation, % at 20 µM | CHO-XBP1 luciferase reporter, IRE1-XBP1 UPR activation, luminescence; percent of tunicamycin response, DMSO as zero | AID 463104;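 active means versus positive control, 20 µM dose yields 30% or more activation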;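 further: 100% = tunicamycin at 10 µg/mL and 0% = DMSO only wells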
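Material: CHO-XBP1 cells stably carrying IRE1-XBP1-driven luciferase reporter / Amount: 1000 cells per well / Compound: 20 µM, 1% DMSO / Times: 6 h treatment, 37 °C / Detection: luciferase luminescence / Measure: % activation of reporter signal versus tunicamycin and DMSO controls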
Mdm2 MdmX PPI = disrupts the human Mdm2-MdmX interaction | O15151+Q00987 | SaOS-2 split-luciferase Mdm2/MdmX complementation, luminescence | inhibition, % at 8 µM | actives 3% (n = 330,000) | AID 485346;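 active means inhibition of at least 50% at 8 µM in the primary screen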
APJ antag = antagonists of human APJ apelin receptor; P35414; CHO-K1 APJ beta-arrestin complementation, luminescence; inhibition, % at 20 µM; actives 0.32% (n = 330,000); AID 2521;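 active means inhibition above about 40% at 20 µM, limit read from the data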;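 further: cells challenged with 10 nM apelin-13 agonist together with compound; plate controls were apelin-13 plus DMSO wells for no effect and DMSO wells lacking apelin-13 for full effect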
CHOP UPR activ = apoptotic UPR (CHOP) activation; CHO-CHOP luciferase reporter, luminescence; percent of tunicamycin response over DMSO baseline; activation, % at 10 µM; actives 0.34% (n = 330,000); AID 449763;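 active means at 10 µM dose, activation of 40% or more, normalized to positive control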;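 further: 100% = tunicamycin at 10 µg/mL and 0% = DMSO alone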
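assay system = CHO CHOP reporter cells | amount = 500 CHO-CHOP cells per well | buffer or medium = F12 with 10% FBS | incubation = 16-18 h cell attachment, then 6 h compound exposure, 37 °C | detection = luminescence read with Steady-Glo | read-out = percent activation relative to tunicamycin control | controls = tunicamycin high control, DMSO low control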
Starred values were filed as active, the others as inactive.

SMILES	tim23-1 inh	APJ agonist	EBI2 block	CXCR6 block	CCR6 antag	UPR XBP1 act	Mdm2 MdmX PPI	APJ antag	CHOP UPR activ
CCC(=O)Nc1nnc(S(=O)(=O)N2c3ccccc3CC2C)s1 (configuration not stated)	-5	-2	-5	4	6	1	8	-9	-0.6
Cc1cc(C)c(S(=O)(=O)N2CCN(C(=O)c3ccc(-n4cncn4)c([N+](=O)[O-])c3)CC2)c(C)c1	0	5	72*	-10	-3	-1	28	-57	0.6
Cc1cc(C)cc(OC(=O)CCN2C(=O)C3C4C=CC(C5CC45)C3C2=O)c1 (configuration not stated)	-12	-3	-2	-2	3	-1	32	-4	-0.6
O=C(Cc1ccccc1F)NNC(=O)c1ccncc1	9	7	-11	4	0	-2	5	-29	0.5
CC(=O)/C(=C(/O)c1ccccc1)c1nc2ccccc2[nH]1	-38	-2	0	-9	11	4	-25	15	0.3
O=C(O)CCC(=O)N1CCCC1	1	-2	-5	-12	-5	-1	13	12	0.9
COc1ccccc1CC(NC(C)=O)C(=O)NC1CCN(C(=O)c2cccc(Cl)c2)CC1 (configuration not stated)	0	4	-16	-2	-3	1	5	11	0.4
O=c1c(C=NCc2ccccc2)c(NCc2ccccc2)nc2ccccn12	30	-4	14	18	23	-5	19	15	0.0
Cc1ccc(C(=O)NCC(c2ccco2)N2CCc3ccccc32)cc1C (configuration not stated)	26	11	2	-5	20	-4	10	-73	-0.6
Cc1ccc(-c2ncns2)cc1	16	-4	-9	3	-1	-1	-25	13	-0.7
CC(=O)Cc1cc(O)c2ccccc2c1OC(=O)c1ccccc1	48	8	-4	-3	-8	-3	-11	-55	-1.0
CC(=O)N1CCN(c2ccc(NC(=O)c3cccc([N+](=O)[O-])c3)cc2)CC1	5	2	3	-1	7	-1	9	4	8.0
Cc1ccccc1C(=O)NC(C(=O)Nc1nc2c(s1)CCCC2)C(C)C (configuration not stated)	24	2	-5	-3	2	-1	-6	-15	0.8
CSc1ccc(S(=O)(=O)Nc2ccc3c4c(cccc24)CC3)cc1	45	-1	10	5	-1	4	-5	4	-0.7
CCN1C(=O)[C@H]2[C@@H](c3ccc(-c4ccc(C(C)=O)cc4)c(OC)c3)N[C@@](Cc3ccccc3)(C(=O)OC)[C@H]2C1=O	21	7	-7	-4	11	-1	21	-26	1.6

Next section, starting with the last 5 of the part before.
SMILES	tim23-1 inh	APJ agonist	EBI2 block	CXCR6 block	CCR6 antag	UPR XBP1 act	Mdm2 MdmX PPI	APJ antag	CHOP UPR activ
CC(=O)Cc1cc(O)c2ccccc2c1OC(=O)c1ccccc1	48	8	-4	-3	-8	-3	-11	-55	-1.0
CC(=O)N1CCN(c2ccc(NC(=O)c3cccc([N+](=O)[O-])c3)cc2)CC1	5	2	3	-1	7	-1	9	4	8.0
Cc1ccccc1C(=O)NC(C(=O)Nc1nc2c(s1)CCCC2)C(C)C (configuration not stated)	24	2	-5	-3	2	-1	-6	-15	0.8
CSc1ccc(S(=O)(=O)Nc2ccc3c4c(cccc24)CC3)cc1	45	-1	10	5	-1	4	-5	4	-0.7
CCN1C(=O)[C@H]2[C@@H](c3ccc(-c4ccc(C(C)=O)cc4)c(OC)c3)N[C@@](Cc3ccccc3)(C(=O)OC)[C@H]2C1=O	21	7	-7	-4	11	-1	21	-26	1.6
Cc1cccc2[nH]c(CN(C)C(=O)CC3C(=O)NCCN3CC(C)(C)C)nc12 (configuration not stated)	0	0	-3	1	14	-5	-7	0	0.7
CCSc1nc2c(c(=O)[nH]c(=O)n2C)n1CC(O)COc1ccccc1C (configuration not stated)	4	0	0	-4	-3	-1	11	0	-1.7
CCn1nnc(NC(=O)c2cccnc2Cl)n1	2	-5	-16	-1	-1	-1	-7	-18	2.7
CC(Oc1ccccc1)C(=O)Nc1nc(-c2ccncc2)cs1 (configuration not stated)	1	-2	-6	-13	1	-4	26	-18	-0.4
Cc1ccc(S(=O)(=O)NC(C(=O)O)c2ccccc2)cc1 (configuration not stated)	-4	-2	-8	-3	9	-2	15	-10	1.6
O=C(CCS(=O)(=O)Cc1ccccc1)Nc1nc2c(s1)CCCC2	31	3	-8	-2	-5	1	56*	-2	-1.2
Cc1cc(C)n(-c2ccc(C(=O)N3CCN(S(=O)(=O)c4ccc(Cl)cc4)CC3)cc2)n1	15	1	20	-2	1	-1	6	11	-2.5
Cc1ccc(S(=O)(=O)N2CCOCC2)cc1NC(=O)COC(=O)CCc1c[nH]c2ccccc12	5	9	-10	-1	13	1	1	2	-0.6
O=C(O)CCCN1C(=O)c2ccccc2Sc2ncccc21	3	-2	12	-5	-4	2	-9	9	1.7
NC(=O)NC(=O)CN1C(=O)NC2(CCOc3ccccc32)C1=O (configuration not stated)	-1	-1	-7	0	1	-6	-10	11	-0.5
Cc1ccc(S(=O)(=O)N(C)C)cc1NC(=O)c1ccccc1Br	21	-4	3	-1	0	1	-6	5	1.3
CCOC(=O)C(=O)NN=C(c1ccccc1)c1ccccc1	-4	-2	0	-12	4	-1	5	-8	-2.1
CCOC(=O)c1ccccc1NC(=O)c1c(O)c2ccccc2n(CC)c1=O	20	-2	2	7	-11	0	15	4	-1.4
Cc1ccc(-n2c(SCC(=O)NC3CCS(=O)(=O)C3)nc3ccccc3c2=O)cc1C (configuration not stated)	11	2	5	14	19	0	23	33	0.8
CCN(CC)C(=O)C1CCCN(C(=O)c2cc(COc3ccc4ncccc4c3)on2)C1 (configuration not stated)	17	-1	-7	3	4	0	16	3	4.1
O=C(CNC(=O)c1cccs1)N/N=C/c1cccc(Cl)c1	10	0	5	-5	8	-2	16	-2	0.5
CNC(=S)N1CCN(c2ccc(OC)cc2)CC1	-17	-5	7	-4	1	-3	4	-13	0.7
Cc1c(C#N)c2ncn(CC#N)c(=O)c2n1-c1ccccc1	-6	-6	-4	3	29	-2	-1	-13	-2.8
Cc1ccc(S(=O)(=O)NNC(=O)C(O)(c2ccccc2)c2ccccc2)cc1	12	-2	-16	-3	-3	-3	11	0	-2.3
Cc1[nH][nH]c(=O)c1C(c1cc(Br)ccc1O)c1c(C)[nH][nH]c1=O	2	-2	9	-3	5	-2	21	8	-1.3
CC(c1ccccc1)N1CC(C(=O)N2CCN(c3ccccc3)CC2)CC1=O (configuration not stated)	8	-3	-1	6	12	-3	-23	9	-1.8
CCOC(=O)C1CCN(C(=O)CN(c2cccc(C(F)(F)F)c2)S(C)(=O)=O)CC1	7	1	-3	1	9	-2	8	11	1.8
CS(=O)(=O)c1nc(S(=O)(=O)c2ccc(Cl)cc2)c(NCCCN2CCCC2=O)s1	-5	-3	-7	2	19	-4	18	7	-0.5
O=C1CCC(=O)N1OCCCOc1ccc2c(c1)CCC2	-2	-2	-10	-2	20	1	6	14	2.9
COc1cccc(NC(=O)C(C)C)c1	18	-3	1	-4	6	0	-9	9	2.7
O=C1NCCN1CCNS(=O)(=O)c1ccccc1[N+](=O)[O-]	17	-2	-6	-6	0	2	-2	-5	0.6
CCOC(=O)c1c(C)[nH]c(C(=O)CSc2nnc(-c3cccs3)n2Cc2ccccc2)c1C	15	7	1	-4	21	17	65*	-17	-0.3
O=[N+]([O-])c1cc(-c2csc(NCCc3nc4cc(Cl)c(N5CCCCC5)cc4n3CCCO)n2)ccc1Cl	19	-2	3	6	-3	-2	29	2	-1.4
CCOc1ccc(S(=O)(=O)Nc2ncn[nH]2)cc1	1	1	-13	6	1	0	12	10	-0.2
O=c1c2ccccc2ncn1C1CCCCC1	-5	-3	0	2	9	1	3	14	-1.7
Cc1ccc(-n2ncc(C(=O)N3CCN(C(=O)c4ccco4)CC3)c2-n2cccc2)cc1	26	-5	10	-6	0	1	19	3	-0.9
CC(C)(C)C(=O)Nc1nnc(CC(=O)NCc2ccccc2)s1	8	-1	1	0	5	-2	9	4	-1.0
Cc1cc(NC(=O)c2ccc(Cn3nc(C)c(Br)c3C)o2)no1	32	2	0	-3	-13	-1	31	-13	-0.5
CC(=O)c1sc(NC(=O)C2(F)C(F)(F)C(F)(F)C(F)(F)C(F)(F)C2(F)F)nc1C	24	5	-10	-9	-14	8	93*	-2	7.2
O=C(c1ccco1)N(Cc1cccs1)C1CCS(=O)(=O)C1 (configuration not stated)	9	-3	-3	-2	13	-3	10	47*	1.8
COC(=O)C12CCC(C)(c3nc4ccccc4nc31)C2(C)C (configuration not stated)	8	-3	-2	3	6	-1	-4	14	-1.0
CCCNC(=S)N1CCC(n2cnc3ccccc32)CC1	-6	-2	-1	-7	-1	0	10	-24	-1.4
O=C(c1ccccc1)N1CCCCC(S(=O)(=O)c2ccc3ccccc3c2)C1=O (configuration not stated)	45	-2	2	-8	16	-2	-4	-29	-0.3
CC1(c2cc(F)ccc2F)NC(=O)N(CC(=O)Nc2cccc(S(=O)(=O)N3CCCC3)c2)C1=O (configuration not stated)	5	-2	-4	-4	14	-1	-13	5	1.1
C=CCC[C@H](Cc1ccc(F)cc1)C(=O)OC[C@H](Cc1c[nH]c2ccccc12)NC(=O)[C@H](CC=C)CC(=O)N[C@H](CO)Cc1ccccc1	21	-2	24	0	-3	0	-3	4	2.3
COc1cccc(C2=CC(c3cccs3)n3nnnc3N2)c1 (configuration not stated)	6	-6	-5	2	17	18	33	7	3.0
Cn1c2ccccc2c2n[nH]c(=O)nc21	10	-1	-6	-3	4	-2	-4	2	-1.3
O=C(COc1cccc2c1CCNC2=O)Nc1ccc(Cl)cc1	16	8	-7	-3	1	-1	0	22	1.2
CCCCN(C)CCNC(=O)C(=O)c1c(C)[nH]c2ccccc12	0	-4	4	0	8	0	-16	-5	2.4
COc1ccc(-c2cc(C)no2)cc1S(=O)(=O)NCCc1ccco1	11	0	3	0	8	-9	14	6	0.4
Cc1ccc(NS(=O)(=O)c2ccc(Cl)s2)cc1S(=O)(=O)N(C)C	16	1	-6	7	1	-2	1	-20	1.4
CS(=O)(=O)Oc1ccc(/C=N/NC(=O)c2ccncc2)cc1	-4	-2	0	-7	15	7	4	-4	3.8
Cc1c(Br)c([N+](=O)[O-])nn1CC(=O)Nc1ccc(C(C)C)cc1	-7	-1	11	0	23	1	16	5	0.3
CN(C)c1nc(N)nc(CSc2ccccn2)n1	-5	-2	-10	-4	-4	2	3	1	0.9
COc1ccc(NC(=S)NN2CCN(C)CC2)cc1OC	8	-2	3	1	8	-1	1	-4	-0.7
O=C(NC1CCCCC1)c1cc(-n2cnnc2)ccc1Cl	-16	-1	3	-5	5	0	37	3	-0.7
CCN(CC)CCn1c2c(c(SCC(=O)Nc3ccc4c(c3)OCO4)nc1=O)CCC2	1	-3	4	8	4	1	21	-22	2.4
CCOC(=O)N1CCN(C(=O)c2cccc(NC(=O)c3ccco3)c2)CC1	-27	-1	-5	-8	0	-4	-3	10	2.0
O=C(CN1C(=O)NC2NC(=O)NC21)NN=C1CCCC1 (configuration not stated)	-5	-3	-6	6	-7	0	3	-10	-0.1
COc1cccc(-c2ncc3ccccn23)c1	7	-1	7	5	-7	-4	-45	-16	0.5

This is a subset (hit frequency here may not be typical).
